SKKanGAS inh = blocks kanamycin growth of S. pyogenes SKKanGAS strain | 1.3% of 300,000 active | BacTiter-Glo, 6 h | inhibition, % at 7.5 µM | AID 1662;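 active = mean replicate score, as percent of positive control median, at least 50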;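 note: strain carries kanamycin resistance gene driven by streptokinase promoter and grows in 40 µg/ml kanamycin; loss of luminescence reflects streptokinase promoter inhibition or plain growth inhibition; 0% = median of DMSO wells and 100% = positive control at its reference dose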
TMEM16A inh = blocks the mouse calcium-activated chloride channel TMEM16A; 1.2% of 310,000 active; normalized B-score (activity score, 25-100; higher = stronger inhibition) at 10 µM; AID 588511; HEK293 TMEM16A/YFP iodide influx fluorescence, ionomycin;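 active = ratio plate-corrected score three or more library SD toward inhibition, starting fluorescence score within five deviations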;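 note: score derived from kinetic fluorescence span divided by baseline fluorescence per well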
RGS4 inh = human RGS4 inhibition. HEK293 M3R/RGS4 inducible, Fluo-4 calcium flux; active compounds read high; triggered by carbachol at its EC20. B-score at 10 µM. 0.45% of 310,000 active. AID 463165;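 active = B-score, a plate-corrected calcium signal, over three deviations above library mean, with baseline fluorescence within five deviations of library mean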;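 note: RGS4 expression induced by doxycycline in cells with stable M3 receptor; B-score is computed from the integrated fluorescence ratio over baseline after carbachol; higher B-score means a larger calcium signal and so more RGS4 inhibition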
KCNK9 inh = inhibitors of human KCNK9 two-pore domain potassium channel | B-score at 10 µM | AID 488922 | Q9NPC2 | HEK293 KCNK9, FluxOR thallium flux fluorescence; active compounds read low | 1.2% of 310,000 active;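 active = ratio B-score over 3 SD below the library mean, with starting fluorescence within 5 SD of its mean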;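 note: negative B-score means less thallium flux so channel inhibition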
Target sequence (Q9NPC2 whole entry, looked up, the tested form may be a part): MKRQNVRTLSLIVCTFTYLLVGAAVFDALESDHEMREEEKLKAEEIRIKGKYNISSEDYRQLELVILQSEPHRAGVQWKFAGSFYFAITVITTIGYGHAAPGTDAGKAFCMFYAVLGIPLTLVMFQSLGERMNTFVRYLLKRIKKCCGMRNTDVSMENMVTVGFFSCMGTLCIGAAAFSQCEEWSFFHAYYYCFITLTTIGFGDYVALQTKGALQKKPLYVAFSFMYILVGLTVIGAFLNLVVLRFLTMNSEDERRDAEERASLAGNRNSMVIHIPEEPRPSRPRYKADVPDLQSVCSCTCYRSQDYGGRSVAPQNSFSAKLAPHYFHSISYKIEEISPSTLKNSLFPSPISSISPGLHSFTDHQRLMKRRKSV
KCNK3 inh = human KCNK3 channel inhibition, primary screen; O14649; CHO-KCNK3 thallium flux, FluxOR fluorescence; active compounds read low; B-score at 10 µM; 0.84% of 340,000 active; AID 602410;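 active = B-score under library mean minus 4 SD, starting fluorescence ratio at most library mean plus 5 SD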;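 note: more negative B-score means stronger inhibition of thallium flux through KCNK3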
RGS4 pot = RGS4 potentiation or activation; HEK293 M3R/inducible RGS4, carbachol calcium flux Fluo4; active compounds read low; B-score at 10 µM; 0.92% of 310,000 active;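 active = B-score of the integrated calcium signal more than 4 SD below the library mean, with starting fluorescence not abnormally high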;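 note: negative B-score means reduced calcium response which marks RGS4 activation or potentiation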
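test system = HEK293 cells with stable M3R and inducible RGS4 | schedule = recording 10 s baseline at 1 Hz, 100 s post-agonist | technique = Fluo4-AM (2 µM) calcium-flux fluorescence, kinetic read | measure = Agonist-evoked peak-minus-minimum fluorescence over baseline, integrated ratio, B score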
TMEM16A act = activators or potentiators of mouse TMEM16A chloride channel | B-score at 10 µM | Q8BHY3 | HEK293 TMEM16A/YFP-H148Q/I152L, iodide quench fluorescence; active compounds read low | 0.3% of 340,000 active;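 active = fluorescence-ratio B-score plate-corrected deviation score at least 3 library SD below zero, with starting fluorescence score within 5 deviations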;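 note: channel opened by trigger with iodide after compound preincubation; score built on the fluorescence ratio of max minus min over baseline; more negative score means more quench and so TMEM16A activation or potentiation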
KCNQ1 act = potentiates or activates the human KCNQ1 potassium channel | P51787 | CHO-K1 KCNQ1, thallium flux FluxOR fluorescence; active compounds read high | B-score at 10 µM | 0.35% of 310,000 active;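 active = fluorescence ratio B-score, a plate-corrected score, at least three library SD, with initial intensity B-score within 5 SD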
Target sequence (P51787 whole entry, looked up): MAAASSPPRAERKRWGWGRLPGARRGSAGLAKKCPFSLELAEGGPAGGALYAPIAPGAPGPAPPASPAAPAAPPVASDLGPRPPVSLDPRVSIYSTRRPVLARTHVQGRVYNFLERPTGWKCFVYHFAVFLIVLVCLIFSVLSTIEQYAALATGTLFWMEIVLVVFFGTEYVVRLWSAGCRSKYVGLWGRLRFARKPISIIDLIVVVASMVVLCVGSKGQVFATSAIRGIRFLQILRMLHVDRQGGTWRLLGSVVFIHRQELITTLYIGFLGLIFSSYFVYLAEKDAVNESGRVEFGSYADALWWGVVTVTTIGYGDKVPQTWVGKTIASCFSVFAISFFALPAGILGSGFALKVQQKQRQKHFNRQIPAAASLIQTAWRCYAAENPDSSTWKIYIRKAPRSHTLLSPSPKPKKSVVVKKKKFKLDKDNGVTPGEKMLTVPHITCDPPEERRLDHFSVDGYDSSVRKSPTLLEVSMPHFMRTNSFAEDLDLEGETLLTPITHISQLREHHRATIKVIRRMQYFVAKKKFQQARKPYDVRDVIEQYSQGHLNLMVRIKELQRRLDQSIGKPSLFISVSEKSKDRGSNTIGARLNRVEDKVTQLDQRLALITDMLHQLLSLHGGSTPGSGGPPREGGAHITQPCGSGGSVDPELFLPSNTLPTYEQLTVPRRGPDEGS
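System: CHO-K1 cells stably expressing KCNQ1 / Medium: assay buffer for compound exposure, DMSO matched across wells / Reagent: thallium- and potassium-containing depolarizing buffer / Compound: one concentration, matched DMSO / Incubation: 20 min compound pretreatment at room temperature / Measured by: kinetic FluxOR fluorescence, 10 s baseline plus 110 s post-stimulus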
hERG protect = hERG (human) protection from proarrhythmic block; Q12809; CHO-hERG, FluxOR thallium flux, dofetilide IC70 present; activation (rescue from dofetilide block), less the hit threshold, % at 10 µM; 0.51% of 310,000 active; AID 1511;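 active = activation above the mean of controls blocked by dofetilide plus 5 SD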;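 note: thallium influx through hERG after potassium depolarization seen as dye fluorescence rise; in these data hits start at about 4.7%; inactives centre near -7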
KCNQ1 block = inhibitors of human KCNQ1 potassium channel | CHO-K1 KCNQ1, FluxOR thallium flux fluorescence; active compounds read high | 1.3% of 310,000 active | B-score at 10 µM | AID 2642 | P51787;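 active = compounds whose thallium flux B-score, printed positive for inhibition, exceeds three library SD while starting fluorescence stays within three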;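 note: channel opened by potassium depolarization with thallium stimulus after 20 min compound exposure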
HDAC3 inh = blocks human histone deacetylase 3. recombinant HDAC3, fluorogenic peptide/trypsin coupled, fluorescence. inhibition, % at 8.3 µM. 0.15% of 320,000 active. AID 2718; in the data active = inhibition above about 26%, passing the limit was not always enough
* = called active by the depositor; i = inactive; . = not tested or not shown.

The first 3 entries, ahead of the listing:
SMILES	SKKanGAS inh	TMEM16A inh	RGS4 inh	KCNK9 inh	KCNK3 inh	RGS4 pot	TMEM16A act	KCNQ1 act	hERG protect	KCNQ1 block	HDAC3 inh
COc1ccc(OCCN2CCN(C(=O)c3ccc(OC)cc3)CC2)cc1	-1	100*	i	i	i	i	i	i	-12	i	-3
Cc1cc(Cl)c(S(=O)(=O)Nc2ccc(Cl)cn2)cc1OCC(N)=O	5	i	i	i	i	i	i	i	-5	i	0
Cn1cc(S(=O)(=O)Nc2ccc(F)cc2F)c(=O)n(C)c1=O	0	i	i	i	i	i	i	i	-8	i	.

All compounds of this part, from the start:
SMILES	SKKanGAS inh	TMEM16A inh	RGS4 inh	KCNK9 inh	KCNK3 inh	RGS4 pot	TMEM16A act	KCNQ1 act	hERG protect	KCNQ1 block	HDAC3 inh
COc1ccc(OCCN2CCN(C(=O)c3ccc(OC)cc3)CC2)cc1	-1	100*	i	i	i	i	i	i	-12	i	-3
Cc1cc(Cl)c(S(=O)(=O)Nc2ccc(Cl)cn2)cc1OCC(N)=O	5	i	i	i	i	i	i	i	-5	i	0
Cn1cc(S(=O)(=O)Nc2ccc(F)cc2F)c(=O)n(C)c1=O	0	i	i	i	i	i	i	i	-8	i	.
Cc1nc(C)c(C(=O)NCCC(c2ccccc2)c2ccccc2)o1	-4	i	i	i	i	i	i	i	-6	i	0
CCOC(=O)N1CCC(NC(=O)c2cc(C)c3c(C)nn(-c4ccccc4)c3n2)CC1	-9	i	i	i	i	i	i	i	-15	i	-16
COc1ccccc1-c1c(C(F)(F)F)oc2c(CN(C)C)c(O)ccc2c1=O	0	i	i	i	i	i	i	i	-2	i	4
CCC1Sc2ccc(S(=O)(=O)N3CCN(c4ccccc4)CC3)cc2NC1=O (stereo not drawn)	-3	i	i	i	i	i	i	i	-3	i	0
COC(=O)C1=C(c2ccc(OC)cc2)OC(=O)C1(C)C	2	i	i	i	i	i	i	i	-5	i	3
Cc1ccc(S(=O)(=O)N2CCN(C(=O)CC(C)(C)C)CC2)cc1	-14	i	i	i	i	i	i	i	-7	i	1
O=C(NN=C1CCCCC1)c1cc(-c2ccccc2)n[nH]1	-9	i	i	i	i	i	i	i	-4	i	0
O=C(Cc1ccc(Cl)cc1)NCC(=O)N1CCN(Cc2ccccc2)CC1	0	i	i	i	i	i	i	i	-6	i	1
CCc1nnc(NC(=O)CCC(=O)N2CCN(c3ccccn3)CC2)s1	-10	i	i	i	i	i	i	i	-11	i	-2
CCOC(=O)c1c(NS(=O)(=O)c2cccc(OC)c2)sc2c1CCC2	3	i	i	i	i	i	i	i	-4	i	4
CSc1cc(C)nc(NC(C)=O)n1	2	i	i	i	i	i	i	i	-2	i	2
O=C1CN(C(=O)COC(=O)c2cnc(Cl)c(Cl)c2)c2ccccc2N1	0	i	i	i	i	i	i	i	-7	i	-1
CCOc1ccc(-c2noc(-c3cccnc3)n2)cc1OCC	-7	i	i	i	i	i	i	i	-12	i	-1
CCCN1CCN(CCCNC(=O)CCn2nc(-c3ccccc3)ccc2=O)CC1	3	i	i	i	i	i	i	i	-15	i	1
CC(C)c1ccc(C(=O)Nc2nnc(S(=O)(=O)N3CCCCC3)s2)cc1	19	i	i	i	i	i	i	i	-9	i	8
Cc1ccc(Cn2cc(-c3ccccc3)nn2)cc1	1	i	i	i	i	i	i	i	-4	i	3
O=C1NC(=S)S/C1=C/c1ccc(N2CCOCC2)o1	26	i	i	i	i	i	i	i	-4	i	9

Single entries from the entries so far.
Value of CC(C)c1ccc(C(=O)Nc2nnc(S(=O)(=O)N3CCCCC3)s2)cc1 in HDAC3 inh: 8
Value of Cc1cc(Cl)c(S(=O)(=O)Nc2ccc(Cl)cn2)cc1OCC(N)=O in SKKanGAS inh: 5
Value of O=C1CN(C(=O)COC(=O)c2cnc(Cl)c(Cl)c2)c2ccccc2N1 in SKKanGAS inh: 0
Value of Cc1nc(C)c(C(=O)NCCC(c2ccccc2)c2ccccc2)o1 in SKKanGAS inh: -4
Value of CSc1cc(C)nc(NC(C)=O)n1 in hERG protect: -2

(next part)
SMILES	SKKanGAS inh	TMEM16A inh	RGS4 inh	KCNK9 inh	KCNK3 inh	RGS4 pot	TMEM16A act	KCNQ1 act	hERG protect	KCNQ1 block	HDAC3 inh
Cc1nn(C)c(C)c1CN(C)C(=O)CCCC(=O)O	-6	i	i	i	i	i	i	i	-5	i	-5
CC1CCC(NS(=O)(=O)c2ccc(Cl)nc2)CC1 (stereo not drawn)	1	i	i	i	i	i	i	i	-7	i	4
O=C(CSc1nnc2ccc(-c3cccnc3)nn12)Nc1ccccc1	-8	i	i	i	i	i	i	i	-18	i	0
CCc1ccc(N(CC(=O)NCc2ccco2)C(=O)CCC(=O)Nc2nccs2)cc1	-7	i	i	i	i	i	i	i	-5	i	3
COc1ccc(CNC(=O)COc2cc3c(c4oc(=O)cc(C)c24)CCC(C)(C)O3)cc1	15	i	i	i	i	i	i	i	-6	i	-36
CC(C)Cn1nc(NS(=O)(=O)c2cccc3nonc23)c2cc3ccccc3nc21	20	i	i	i	i	i	i	i	-12	i	-1
Nc1c(Br)c(=O)[nH]c(=O)n1-c1ccc(F)cc1	-3	i	i	i	i	i	i	i	-2	i	-4
CCOC(=O)Cn1c(=NC(=O)C(C)C)sc2c(C)cc(C)cc21	7	i	i	i	i	i	i	i	-9	i	7
Cc1ccc(CNC(=O)C2CCC(CNc3nc(=S)[nH]c4ccccc34)CC2)cc1 (stereo not drawn)	5	i	i	i	i	i	i	i	-1	i	-5
O=C(NCCCCc1ccccc1)c1ccccc1Br	-3	i	i	i	i	i	i	i	-5	i	3
CCOC(=O)N1C2=NC(C(=O)OC)=C(C(=O)OC)[C@@H]3N(Cc4ccccc4)c4ccccc4[C@]23C[C@H]1C(=O)OC	0	i	i	-7.7*	.	i	.	i	0	i	-3
Cc1ccc(NC(=O)CS(=O)CC(=O)N(C2CCCC2)C(C)C(=O)NC2CCCCC2)cc1 (stereo not drawn)	1	i	i	i	i	i	i	i	-3	i	4
CCC(=O)NC1(C(F)(F)F)C(=O)NC(C)=C1C#N (stereo not drawn)	-4	i	i	i	i	i	i	i	-5	i	-4
COc1ccc(C(=O)N2CCN(Cc3nc(CC4CC4)no3)CC2)cc1	-5	i	i	i	i	i	i	i	-23	i	-1
CC1CCC(n2c(=S)[nH]c3ccccc3c2=O)CC1 (stereo not drawn)	37	i	i	i	i	i	i	56*	18*	i	11
O=C(CN1CCC(NC(=O)C2CC2)CC1)Nc1cccc(F)c1	-5	i	i	i	i	i	i	i	-5	i	1
Cc1ccc(C(=O)N2CCCCCC2)cc1S(=O)(=O)Nc1ccccc1	2	i	i	i	i	i	i	i	-4	i	5
Cc1ccc(CO/N=C/C2=C(Cl)c3ccccc3CC2)cc1	17	i	i	i	i	i	i	i	-9	i	3
COc1ccc(C)cc1S(=O)(=O)N(CC(=O)Nc1ccc2c(c1)OCCO2)Cc1ccccc1	3	i	i	i	i	i	i	i	-14	i	9
O=C1CCC([N+](=O)[O-])C(C2CC=CCC2)N1 (stereo not drawn)	-7	i	i	i	i	i	i	i	-6	i	-6
CNC(=O)NC(=O)COC(=O)c1ccc(-n2c(C)ccc2C)cc1	6	i	i	i	i	i	i	i	-13	i	0
CCN(CC)C(=O)c1ccc(CS(=O)(=O)Cc2ccccc2)cc1	-6	i	i	i	i	i	i	i	-12	i	1
COc1ccc(Cl)cc1NC(=O)C1CCCN(S(C)(=O)=O)C1 (stereo not drawn)	1	i	i	i	i	i	i	i	2	i	3
Cc1cccc(NC(=O)CSc2cccc3cccnc23)c1	1	i	i	i	i	i	i	i	-5	i	3
COc1ccc(S(=O)(=O)Nc2nc3ccccc3s2)cc1	4	i	i	i	i	i	i	i	-9	i	-3
COc1cc2c(cc1OC)C1=C(C#N)CN(C3CCCCC3)CN1CC2	-1	i	i	i	i	i	i	i	-19	i	2
NC(=O)C[n+]1ccc(/C=N/O)cc1	4	i	i	i	i	i	i	i	-4	i	6
C=CCNCCOCCOc1ccc(C)cc1[N+](=O)[O-]	14	i	i	i	i	i	i	i	-4	i	3
Nc1nc(CN2CCN(c3ccccc3F)CC2)nc(Nc2ccc3c(c2)OCCO3)n1	0	i	i	i	i	i	i	i	-14	i	5
COc1ccc(NC(=O)CN2CCCN(S(=O)(=O)c3ccc(F)cc3)CC2)cc1	-12	i	i	i	i	i	i	i	-10	i	10
Cc1nnc(SCC(=O)NCc2ccccc2Cl)n(N)c1=O	1	i	i	i	i	i	i	i	-2	i	6
CC1CCN(S(=O)(=O)N2CCC(C(=O)NCc3cccnc3)CC2)CC1	3	i	i	i	i	i	i	i	-9	i	1
CCCCn1cnc2c(c1=O)c1nc3ccccc3nc1n2Cc1ccc2c(c1)OCO2	13	i	i	i	i	i	i	i	-11	i	2
CCCOc1ccc(N2C(=O)CC(NCCc3ccc(S(N)(=O)=O)cc3)C2=O)cc1 (stereo not drawn)	-9	i	i	i	i	i	i	i	-21	i	5
COc1ccc(C(=O)NCS(=O)(=O)c2ccc(C)cc2)cc1	-1	i	i	i	i	i	i	i	-14	i	6
O=C(COc1ccccc1Cl)Nc1ccc(S(=O)(=O)Nc2ccccn2)cc1	13	i	i	i	i	i	i	i	-6	i	-2
CCOC(=O)Cc1c(C)[nH]c(=S)[nH]c1=O	0	i	i	i	i	i	i	i	-5	i	-1
CCNC(=S)N1CCN(Cc2ccccc2)CC1	0	i	i	i	i	i	i	i	-5	i	-9
CN1C2CCC1/C(=C\c1ccccc1F)C(=O)/C2=C/c1ccccc1F	3	i	i	i	i	i	i	i	-5	i	1
CCC1=C(OC(=O)N(CC)CC)N2C(=O)OC(=NCC3CC3)[C@]2(Cc2ccccc2)[C@H]2C1=CC[C@H]1C(=O)NC(=O)[C@H]12	0	i	i	i	i	i	i	i	-10	i	-4
CS(=O)(=O)N1CCC(C(=O)Nc2ccc(Oc3ccccc3)cc2)CC1	-3	i	i	i	i	i	i	i	-5	i	1
CCOc1ccc2nc(-c3cc(NC(C)=O)ccc3O)sc2c1	0	i	i	i	i	i	i	i	-15	i	6
Cc1ccc(-c2nc3cccnc3o2)cc1NC(=O)COc1ccc(C(C)(C)C)cc1	14	25*	i	i	i	-8.2*	i	i	-6	9*	-1
CCOC(=O)C1=C(C)N=c2s/c(=C3\C(=O)Nc4ccccc43)c(=O)n2C1c1ccc2c(c1)OCO2 (stereo not drawn)	3	i	i	i	i	i	i	i	-11	i	12
